# High-throughput results deposited in PubChem BioAssay by several laboratories.
# KCNQ1 pot: potentiates or activates the human KCNQ1 potassium channel | P51787 | CHO-K1 KCNQ1, thallium flux FluxOR fluorescence; stronger effect = higher value | B-score at 10 µM | 0.35% of 310,000 active | AID 2648;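 active = fluorescence ratio B-score, a plate-corrected score, at least three library SD, with initial intensity B-score within 5 SD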
#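 System: Stable KCNQ1 CHO-K1 line | Incubation: 90 min dye loading and 20 min compound exposure, both at room temperature | Measure: Ratio B score | Medium: Assay buffer for compound exposure, DMSO matched across wells | Compound dosing: Single-concentration screen | Probe or stimulus: K+/Tl+ depolarizing stimulus | Measured by: Kinetic FluxOR fluorescence, 10 s baseline plus 110 s post-stimulus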
# KCNK3 block: human KCNK3 channel inhibition, primary screen; 0.84% of 340,000 active; CHO-KCNK3 thallium flux, FluxOR fluorescence; stronger effect = lower value; B-score at 10 µM;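 active = B-score under library mean minus 4 SD, starting fluorescence ratio at most library mean plus 5 SD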;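 also: more negative B-score means stronger inhibition of thallium flux through KCNK3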
# HDAC3 inh: blocks human histone deacetylase 3. O15379. recombinant HDAC3, fluorogenic peptide/trypsin coupled, fluorescence. inhibition, % at 8.3 µM. 0.15% of 320,000 active; in the data active = inhibition above about 26%, passing the limit was not always enough
# GSK3B inh: blocks human GSK3beta kinase activity; P49841; GST-GSK3beta kinase, ADP-Glo luminescence, 60 min; stronger effect = lower value; activity score (negative = inhibition), % at 10 µM; 0.038% of 300,000 active; AID 2097;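 active = more than half of replicate wells score below -50%, meaning over 50% inhibition versus plate controls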;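 also: 0% = median DMSO wells and -100% = median GW8510 positive control wells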
#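 Assay system: GST-fused GSK3beta enzyme, cell-free / Medium: Tris pH 7.5 buffer with MgCl2, DTT, BSA, heparin / Also added: peptide substrate plus 25 µM ATP (final) / Compound: 10 µM single point / Timing: kinase reaction with compound 60 min at room temperature / Detection: ADP-Glo luminescence / Benchmarks: DMSO neutral wells and GW8510 at 20 µM as positive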
# PolyA inhibitor: blocks polyadenylation in yeast reporter cells | AID 1875 | calls only at 12 µM | S. cerevisiae SKY197-pL101 polyadenylation reporter, beta-gal luminescence; efflux-impaired pdr1/pdr3 knockout yeast; score 100 = 6 SD above DMSO | 0.02% of 300,000 active;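 active = lowest replicate activity score at least 50, where 100 means six control SD above control mean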;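 also: yeast exposed to compound for 9 h at 30 °C; higher score means more reporter readthrough which indicates perturbed polyadenylation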
# hERG rescue: compounds protecting human hERG from proarrhythmic drug block. Q12809. CHO-hERG, FluxOR thallium flux, dofetilide IC70 present. activation (rescue from dofetilide block), less the hit threshold, % at 10 µM. 0.51% of 310,000 active;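 active = activation above the mean of controls blocked by dofetilide plus 5 SD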;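 also: thallium influx through hERG after potassium depolarization seen as dye fluorescence rise; in these data hits start at about 4.7%; inactives centre near -7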
# Target sequence (Q12809 whole entry, looked up): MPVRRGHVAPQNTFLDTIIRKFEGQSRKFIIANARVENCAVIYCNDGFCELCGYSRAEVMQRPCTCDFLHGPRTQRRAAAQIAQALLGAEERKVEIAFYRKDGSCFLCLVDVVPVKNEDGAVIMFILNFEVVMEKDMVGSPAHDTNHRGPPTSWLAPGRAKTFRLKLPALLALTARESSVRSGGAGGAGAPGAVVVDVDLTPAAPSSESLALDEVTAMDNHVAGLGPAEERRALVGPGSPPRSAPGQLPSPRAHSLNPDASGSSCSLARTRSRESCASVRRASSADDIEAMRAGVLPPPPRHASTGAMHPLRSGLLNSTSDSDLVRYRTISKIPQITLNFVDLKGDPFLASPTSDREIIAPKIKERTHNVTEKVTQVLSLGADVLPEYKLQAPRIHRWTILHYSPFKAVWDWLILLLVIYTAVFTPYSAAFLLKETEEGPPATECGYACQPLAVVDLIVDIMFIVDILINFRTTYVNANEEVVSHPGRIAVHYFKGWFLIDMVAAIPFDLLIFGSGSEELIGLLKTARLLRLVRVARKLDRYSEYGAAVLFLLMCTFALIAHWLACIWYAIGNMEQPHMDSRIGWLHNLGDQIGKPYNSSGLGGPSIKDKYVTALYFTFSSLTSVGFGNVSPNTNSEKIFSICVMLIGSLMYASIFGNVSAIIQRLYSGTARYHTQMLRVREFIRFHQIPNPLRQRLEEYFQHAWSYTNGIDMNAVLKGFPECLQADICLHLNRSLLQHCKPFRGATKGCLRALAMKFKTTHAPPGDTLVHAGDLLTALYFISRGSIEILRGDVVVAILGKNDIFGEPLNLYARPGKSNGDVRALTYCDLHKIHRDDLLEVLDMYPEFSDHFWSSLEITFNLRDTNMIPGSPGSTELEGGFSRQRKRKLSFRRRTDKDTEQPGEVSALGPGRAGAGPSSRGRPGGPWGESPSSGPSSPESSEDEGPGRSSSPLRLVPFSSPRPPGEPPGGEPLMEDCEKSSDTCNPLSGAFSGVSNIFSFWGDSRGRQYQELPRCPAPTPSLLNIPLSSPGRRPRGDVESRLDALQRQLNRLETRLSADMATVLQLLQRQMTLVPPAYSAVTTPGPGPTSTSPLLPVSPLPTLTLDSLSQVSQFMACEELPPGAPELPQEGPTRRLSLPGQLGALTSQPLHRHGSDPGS
# GSK3A inh: inhibitors of human GSK-3 alpha kinase | P49840 | ADP-Glo luminescence, 60 min | inhibition, % at 10 µM | 0.1% of 320,000 active | AID 2650;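 in the data active = inhibition above about 50%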;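 also: GST-tagged GSK-3 alpha with peptide substrate and 25 µM ATP; 0% = DMSO neutral wells and 100% = GW8510 positive control wells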
# DYRK1A inh: blocks rat Dyrk1A kinase activity | ADP-Glo luminescence, NFATc1 peptide | 0.43% of 310,000 active | AID 504441 | inhibition, % at 12.5 µM; in the data active = inhibition above about 50%;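 also: plate controls were vehicle with enzyme for no effect and no enzyme for full effect; many of its hits are not listed in these tables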
# KCNQ1 block: human KCNQ1 channel inhibition; 1.3% of 310,000 active; B-score at 10 µM; CHO-K1 KCNQ1, FluxOR thallium flux fluorescence; stronger effect = higher value;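 active = compounds whose thallium flux B-score, printed positive for inhibition, exceeds three library SD while starting fluorescence stays within three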;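 also: channel opened by potassium depolarization with thallium stimulus after 20 min compound exposure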
# KCNK9 inh: inhibitors of human KCNK9 two-pore domain potassium channel; Q9NPC2; HEK293 KCNK9, FluxOR thallium flux fluorescence; stronger effect = lower value; B-score at 10 µM; 1.2% of 310,000 active; AID 488922;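 active = ratio B-score over 3 SD below the library mean, with starting fluorescence within 5 SD of its mean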;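 also: negative B-score means less thallium flux so channel inhibition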
# RGS4 act: potentiators or activators of RGS4; HEK293 M3R/inducible RGS4, carbachol calcium flux Fluo4; stronger effect = lower value; B-score at 10 µM; 0.92% of 310,000 active; AID 463111;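 active = B-score of the integrated calcium signal more than 4 SD below the library mean, with starting fluorescence not abnormally high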;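 also: negative B-score means reduced calcium response which marks RGS4 activation or potentiation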
#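 Reagent: ECmax carbachol challenge; Test system: M3R-expressing HEK293 line, RGS4 induced by doxycycline; Schedule: overnight RGS4 induction, 30 min dye load 37 °C, 20 min compound RT; Detection: calcium dye Fluo4 fluorescence; Read-out: Agonist-evoked peak-minus-minimum fluorescence over baseline, integrated ratio, B score.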
# * marks the source's active call; other numbers are inactive results; i = inactive; x = not tested or not shown. These rows are one share of the data. The share of hits here may be higher or lower than overall.
SMILES,KCNQ1 pot,KCNK3 block,HDAC3 inh,GSK3B inh,PolyA inhibitor,hERG rescue,GSK3A inh,DYRK1A inh,KCNQ1 block,KCNK9 inh,RGS4 act
C/C=C/c1ccc(OCC(=O)O)c(OC)c1,i,i,1,1,i,-11,-3,-3,i,i,i
OCCNc1c2ccccc2nc2c(F)c(F)c(F)c(F)c12,i,i,-1,2,i,-14,-2,-1,6*,i,i
CCCc1cc(=O)[nH]c(SCC(=O)N(Cc2ccccc2)C(C)C)n1,i,i,1,3,i,-5,-6,1,i,-7*,i
Cc1c(NC(=O)COc2cccc(Br)c2)c(=O)n(-c2ccccc2)n1C,i,i,2,0,i,-5,0,5,i,i,i
O=C(c1ccc(Cl)cc1)N1CCN(c2ccc(F)cc2)CC1,i,i,2,2,i,1,-2,1,i,i,i
NS(=O)(=O)c1ccc(CCNc2ncnc3sccc23)cc1,i,i,6,2,i,-14,-3,1,i,i,i
CC1CCCC(C)N1c1nnc(NC(=O)Cn2c(=O)oc3ccccc32)s1 (centres undefined),i,i,10,1,i,-13,-2,3,i,i,i
OC(CN1CCCCC1)Cn1c2ccccc2c2ccccc21 (centres undefined),i,i,3,-2,i,-5,4,-5,i,i,i
CCc1nc(OCCN(CC)CC)c2oc3ccccc3c2n1,i,i,-2,2,i,-7,1,23,i,i,i
Cc1ccc(NC(=O)C2CCCN2C(=O)NC2CCCCC2)cc1F (centres undefined),i,i,3,1,i,1,-2,-5,i,i,i
CC1(C)CC[C@]2(C(=O)O)[C@H](O)C[C@]3(C)C(=CCC4[C@@]5(C)C[C@H](O)[C@H](O)[C@@](C)(CO)C5CC[C@]43C)[C@@H]2C1 (some centres undefined),i,i,-4,0,i,-5,-2,3,i,i,i
COc1ccc(-c2csc(NC(CO)c3nc4ccccc4n3CCCO)n2)cc1 (centres undefined),i,i,-4,3,i,-6,-4,8,i,i,i
NNc1ccc2nnc(C(F)(F)C(F)(F)C(F)(F)F)n2n1,i,i,9,-3,i,-16,3,5,i,i,i
O=C(COC(=O)c1cc(Br)ccc1O)NNC(=O)c1ccc(Cl)cc1,i,i,14,1,i,-11,-2,3,i,i,i
O=C(CNC(=O)c1cccs1)OCC(=O)c1cccs1,i,i,-8,2,i,-15,-4,2,i,i,i
CCOC(=O)N1CCN(C(=O)CNCc2cccs2)CC1,i,i,-5,3,i,-2,-3,-2,i,i,i
Cn1c(=O)c2nc(-c3ccccc3)oc2c2ccccc21,i,i,-34,-4,i,-3,17,14,i,i,i
O=c1cc(N2CCN(c3ccc(F)cc3)CC2)[nH]c(=O)n1C1CCCCC1,i,i,3,-4,i,-7,-3,7,i,i,i
CCOC(=O)Cc1cc(=O)n(-c2nc3ccccc3s2)[nH]1,i,i,8,1,i,-11,2,-1,i,i,i
c1ccc(CN2c3ccccc3-c3nc4ccccc4n3C2c2ccccn2)cc1 (centres undefined),i,-10*,-57,4,i,-30,x,0,i,-14*,i
Cc1ccc2c(c1)N(C(=O)CCC(=O)N1CCN(c3ccccc3)CC1)CCO2,i,i,3,7,i,-11,-3,2,i,i,i
CC(=O)Nc1ccc(NC(=O)C2CCN(c3ccc(C(F)(F)F)cn3)CC2)cc1,i,i,3,3,i,-2,-4,-2,i,i,i
OC1(c2ccc(Cl)cc2)CCN(Cc2cn[nH]c2-c2ccccc2)CC1,i,i,1,-3,i,-17,-3,x,i,i,i
COc1ccc(N2CCN(CCNC(=O)c3ccc4nc5ccccc5c(=O)n4c3)CC2)cc1,i,i,x,3,i,-12,x,2,i,i,i
COC(=O)c1cc(Br)c(=O)n(CCc2ccc(O)cc2)c1,i,i,-10,1,i,-5,x,9,i,i,i
C=CCn1c(-c2ccco2)n[nH]c1=S,i,i,5,0,x,-9,-2,-11,i,i,i
CCc1ccc(OCC(=O)N/N=C\c2ccco2)c([N+](=O)[O-])c1,i,i,2,2,i,-4,1,2,i,i,i
O=C(Nn1cnnc1)c1ccccc1CCc1ccccc1,i,i,3,-4,i,-8,-4,-4,i,i,i
CCCCCCc1c(O)nc(SCC(=O)O)[nH]c1=O,i,i,-6,2,i,-8,-5,-1,i,i,i
Cc1ccc(S(=O)(=O)NCc2ccccn2)cc1C,i,i,0,0,i,-4,-3,3,i,i,i
Cc1ccc(C(=O)N2CCN(c3ccccc3)CC2)cc1S(=O)(=O)N1CCOCC1,i,i,4,0,i,-14,-2,-4,i,i,i
Cc1ccc(N=N/C(=C\O)C(=O)c2ccncc2)cc1,i,i,9,-5,i,-11,-2,25,i,i,i
CS(=O)(=O)c1ccc(Cl)c(NC(=O)CCCSc2ccccc2)c1,i,i,-9,0,i,-4,3,-10,i,i,i
CCNc1nc(OC)nc(SCC(N)=O)n1,i,i,2,0,i,-8,2,0,i,i,i
COc1ccc(C2=NN(c3ccccc3)C(c3ccc(OC)c(OC)c3)C2)cc1 (centres undefined),i,i,-12,0,i,-2,1,0,i,i,i
COc1ccc(CN2CCN(Cc3ccc4cc(F)ccc4n3)CC2CCO)c(C)c1C (centres undefined),i,i,6,0,i,-8,-1,2,i,i,i
O=C(O)[C@@H]1CCCN1C(=O)c1ccccc1N1C(=O)[C@@H]2Cc3c([nH]c4ccccc34)C(c3cccc(Cl)c3)N2C1=O (some centres undefined),i,i,0,0,i,-8,-2,-4,i,i,i
Cc1cc(C)c(/C=N/NC(=O)c2nnn(-c3nonc3N)c2CN2CCC(C)CC2)c(C)c1,i,i,0,2,i,-10,0,1,i,i,i
CCOC(=O)c1cnc2scnn2c1=O,i,i,x,2,i,-2,x,-7,i,i,i
O=C(COC(=O)c1ccc(NS(=O)(=O)c2cccs2)cc1O)NCc1ccccc1,i,i,8,2,i,-10,-2,x,i,i,i
CC1(C)CC(=O)c2cnc(NCC3CCCO3)nc2C1 (centres undefined),i,i,3,-2,i,-5,3,3,i,i,i
Cc1cc2ncn(C3CC(=O)N(C)C3=O)c2cc1C (centres undefined),i,i,-4,0,i,-9,0,16,i,i,i
COc1ccc(S(=O)(=O)N2CCN(Cc3cccc(OC)c3OC)CC2)cc1,i,i,-4,-1,i,-3,6,2,i,i,i
O=c1[nH]c2ccc(S(=O)(=O)Nc3ccccc3O)cc2[nH]1,i,i,3,3,i,-5,-5,5,i,i,i
Cc1c2n(c3ccccc13)CC/C2=N\O,i,i,-12,6,i,-9,3,x,i,i,i
COc1ccc(Cl)cc1NS(=O)(=O)c1cc(Cl)ccc1OC,i,i,3,2,i,-13,8,-8,i,i,i
CC1CCC/C(=N\NC(=O)COc2ccc(Cl)cc2Cl)C1 (centres undefined),i,i,x,1,i,-10,x,2,i,i,i
COc1ccc(S(=O)(=O)N(Cc2ccc(OC)c(OC)c2)Cc2ccco2)cc1,i,i,2,4,i,-12,-1,-5,i,i,i
N#C/C(=C/c1ccncc1)c1nc2ccccc2s1,i,i,2,2,i,-13,-1,-3,i,i,i
O=C(NC1CCCCC1)C(c1cccnc1)N(C(=O)c1csnn1)c1ccc(F)cc1 (centres undefined),i,i,-12,-1,i,-10,-2,0,i,i,i

# New compounds follow:
SMILES,KCNQ1 pot,KCNK3 block,HDAC3 inh,GSK3B inh,PolyA inhibitor,hERG rescue,GSK3A inh,DYRK1A inh,KCNQ1 block,KCNK9 inh,RGS4 act
CCCC(=O)c1c(NC(C)C)cc(C)oc1=O,i,i,0,0,i,-8,3,6,i,i,i
CN(C)c1ccc(C(=O)/C=C/c2cccnc2)cc1,i,i,3,0,i,-4,3,-4,i,i,i
c1ccc(-c2noc(C34CC5CC(CC(C5)C3)C4)n2)nc1,i,i,1,-2,i,-6,-3,-3,i,i,i
CCOC(=O)NC(NC(=S)Nc1ccc(OCC)cc1)C(Cl)(Cl)Cl (centres undefined),i,i,x,-2,i,-7,x,-12,i,i,i
Cc1ccc(C)c(N(CC(N)=O)S(C)(=O)=O)c1,i,i,-7,1,i,-2,3,1,i,i,i
Cc1ccc(C(=O)Oc2ccccc2N2C(=O)C3CCC(C)CC3C2=O)cc1 (centres undefined),i,i,-2,-3,i,-16,-1,-6,i,i,i
CCC(C)OC1OC(CO)C(O)C(O)C1NC(C)=O (centres undefined),i,i,3,-3,i,-7,-4,1,i,i,i
Cc1cccc2c(=O)oc(-c3ccccc3Cl)nc12,i,i,6,2,i,3,3,-1,i,i,i
O=C1CC2(CCCC2)C(=O)N1c1ccc(S(=O)(=O)NCC2CC2)cc1Cl,i,i,-1,1,i,-12,-3,3,i,i,i
Cc1nnc(SCC(=O)Nc2c(Cl)cccc2Cl)[nH]c1=O,i,i,-7,2,i,-4,-4,0,i,i,i
Fc1c(F)c(F)c(NC2=NCCCCC2)c(F)c1F,i,i,1,1,i,-3,-1,-9,i,i,i
CC(=O)c1cccc(NC(=O)C(C)OC(=O)c2cc(=O)[nH]c3ccccc23)c1 (centres undefined),i,i,9,1,i,-12,-1,8,i,i,i
O=C(NCCc1ccccc1)C1CCN(S(=O)(=O)c2ccc(-n3cnnn3)cc2)CC1,i,i,0,0,i,-7,3,3,i,i,i
O=C(OCCc1ccccc1)c1cc(O)c(O)c(O)c1,i,i,3,0,i,-15,1,4,i,i,i
Cc1noc(NS(=O)(=O)c2ccc(NC(=O)/C=C/c3ccc(Br)cc3)cc2)c1C,i,i,12,-2,x,-12,x,9,i,i,i
N=C1c2c(cc(=O)n3c2[nH]c2ccccc23)CN1CCN1CCOCC1,i,i,-21,0,i,-4,4,14,i,i,i
CCOC(=O)N1CCN(C(=S)NC(=O)c2nn(C)cc2Br)CC1,i,i,2,-3,i,-13,10,-1,i,i,i
COc1ccc(C/C(C)=N/NC(=O)c2ccc(Cl)cc2)cc1,i,i,15,2,i,-10,0,x,i,i,i
Cc1ccc(-c2nnc(N3CCN(CCO)CC3)c3ccccc23)cc1,i,i,-2,-1,i,-7,0,-7,i,i,i
CCCN1CCC(NC(=O)Cc2cccc(C)c2)CC1,i,i,2,1,i,-1,0,-5,i,i,i

# Quoted from above, 2 compounds:
SMILES,KCNQ1 pot,KCNK3 block,HDAC3 inh,GSK3B inh,PolyA inhibitor,hERG rescue,GSK3A inh,DYRK1A inh,KCNQ1 block,KCNK9 inh,RGS4 act
CC(=O)c1cccc(NC(=O)C(C)OC(=O)c2cc(=O)[nH]c3ccccc23)c1 (centres undefined),i,i,9,1,i,-12,-1,8,i,i,i
O=C(NCCc1ccccc1)C1CCN(S(=O)(=O)c2ccc(-n3cnnn3)cc2)CC1,i,i,0,0,i,-7,3,3,i,i,i
